# Nrf2 activator: qHTS of Nrf2 Activators | actives 0.31% (n = 410,000) | AREc32 ARE-luciferase reporter (MCF7-derived line), luminescence, 24 h | Potency, µM (titrated, usually from 46.1 µM), inactives show at the highest dose activation, actives largely listed as activators; note: potency is the fitted concentration of half-maximal effect; % of control where 0% means no effect; nearly all actives have a fitted effect of over 65% in size
#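 Quantitative high-throughput format: AREc32 reporter cells, 1000 per well, received compound by pin transfer and were incubated 24 hr at 37 deg C, 5% CO2, before Steady-Glo luminescence detection.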
# A549 tox: Nrf2 qHTS screen for inhibitors: counterscreen for cytotoxicity; A549 ARE-Fluc cells, CellTiter-Fluor viability, 18-24 h; Potency, µM (doses to about 46 µM), without a hit: at the top dose activity change, negative = cytotoxicity, hits mostly inhibitors; actives 0.16% (n = 390,000); note: potency is the fitted concentration of half-maximal effect; % is set by controls: 0 for no effect and ±100 for the full control effect
#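 Cytotoxicity counterscreen: CellTiter-Fluor fluorescence was measured in A549 ARE_Fluc cells after 18-24 h of compound exposure in a concentration series. The subsequent BugLite luminescent read reports ARE-luciferase activity.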
# pAkt inh: HTS Assay for Inhibitors of Akt Phophorylation: Primary Screen | Neuro2A IGF-stimulated pAkt S473 HTRF, 20 min; stronger effect = lower value | activity change, % for hits at 50 µM | actives 0.32% (n = 360,000) | AID 651550, 2012; in the data active = activity change below about -80%; inconclusive = mostly about -51% to -80%; note: % is set by controls: 0 for no effect and ±100 for the full control effect
#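 Neuro2A cells (4,500/well, DMEM with 0.5% FBS) were treated with compound at a single 50 µM final concentration, stimulated with 6 nM IGF for 20 min at 37 °C, and lysed. Phospho-Akt Ser473 was read by HTRF as 665/615 ratio ×10^4.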
# Nrf2 block: Nrf2 qHTS screen for inhibitors; A549 ARE-Fluc reporter, luciferase luminescence, 18-24 h; Potency, µM (doses to about 46 µM), for the others: top-dose activity change, negative = inhibition, actives largely listed as inhibitors; actives 2.1% (n = 360,000); AID 504444, 2011; note: potency is the fitted concentration of half-maximal effect; % is set by controls: 0 for no effect and ±100 for the full control effect; nearly all actives have a fitted effect of over 60% in size
#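 Cells were seeded and rested 2 h, then exposed to compounds for 18-24 h. CellTiter-Fluor was read first as a viability measure. BugLite was added 15 min before the final luminescent read of ARE-luciferase activity in A549 cells.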
# HepG2 viability: qHTS for Inhibitors of TGF-b: Cytotox Counterscreen | actives 0.76% (n = 410,000) | Potency, µM (highest dose often 46.1 µM), without a hit: top-dose activity change, negative = cytotoxicity, usual class: cytotoxic | AID 588856, 2011 | HepG2 CAGA-GFP viability, ATP luminescence, 18 h; note: potency is the fitted concentration of half-maximal effect; some results filed as inactive show a strong effect at the top dose
#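 HepG2 CAGA-GFP cells (1000/well, DMEM with 1% FBS) received compound, then TGF-beta at 500 pg/mL final, and were incubated 18 hours at 37 degrees C. Viability was read by CellTiter-Glo luminescence. Media-only wells were set as complete cell-killing and DMSO as no toxicity.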
# CCT modulator: High-Throughput Screening for Modulators of Cytosolic Chaperonin Activity; purified chaperonin ATPase assay, HTRF ADP detection, 30 min; actives 0.3% (n = 360,000); activity change, % (test concentration not listed), hits read low; in the data active = activity change below about -30%; note: % is set by controls: 0 for no effect and ±100 for the full control effect
#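 Nucleotide hydrolysis assay: TRiC at 20–40 nM final (set by batch activity) with 10 uM ATP, 30 min at 37 °C, in presence of 76 uM compound. Detection by competitive ADP HTRF, 30 min ambient.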
# TGFb SMAD3 inh: qHTS for Inhibitors of TGF-b | HepG2 CAGA-GFP TGF-b/SMAD3 reporter, GFP fluorescence, 18 h; TGF-beta stimulated, 500 pg/mL final | actives 1.2% (n = 410,000) | AID 588855, 2011 | Potency, µM (doses to about 46.1 µM), for the others: top-dose activity, negative = inhibition, hits mostly inhibitors; note: potency is the fitted concentration of half-maximal effect; % is set by controls: 0 for no effect and ±100 for the full control effect; nearly all actives have a fitted effect of over 65% in size
#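 Read-out: total well GFP (ex488/em500-530) summed from mean per-cell fluorescence. Cells: HEPG2 CAGA-GFP, 1% FBS DMEM, 18 h at 37 degrees C with 500 pg/mL final TGF-beta. Unstimulated wells served as the full-inhibition control; stimulated DMSO wells = 0%.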
# Abeta rescue: qHTS for compounds that reverse cellular toxicity of Amyloid beta (A-beta) peptide in yeast: Primary Screen | AID 1347071, 2019 | Potency, µM (series often up to 46.1 µM), inactives show at the top dose growth rescue, hits mostly activators | actives 0.063% (n = 410,000) | yeast expressing A-beta42, growth rescue, OD600, 48 h; response scale: 0% DMSO, 100% iron-clioquinol control; note: potency is the fitted concentration of half-maximal effect; nearly all actives have a fitted effect of over 55% in size
#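 Growth rescue measured by 600 nm absorbance after 48 h yeast culture at 30 C with compound. Values normalized between DMSO and an equimolar ferric chloride plus clioquinol control.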
# MmCpn inh: Inhibitors of TCP-1 ring complex (TRiC) of Methanococcus maripaludis (MmCpn): qHTS; Chaperonin Mm-Cpn (Methanococcus maripaludis); purified Mm-Cpn ATPase, ADP Transcreener TR-FRET; Potency, µM (top dose mostly 76.9 µM), inactives show at the highest dose activity, negative = inhibition, usual class: inhibitors; actives 0.031% (n = 330,000); note: potency is the fitted concentration of half-maximal effect; % is set by controls: 0 for no effect and ±100 for the full control effect; nearly all actives have a fitted effect of over 80% in size
#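 Purified archaeal Mm-CPN (25nM final) preincubated 10 min at 37degC with compound, then 10uM ATP for 30 min at 37degC; ADP measured by HTRF Transcreener TR-FRET; buffer 30 mM TRIS pH 7.4, 100mM KCl, 5mM MgCl2, 1mM DTT.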
# * = called active by the depositor; i = inactive; u = inconclusive; x = no result given; & = joins results of further samples; [ ] = dose if it differs, or a comment. Unless noted, calls come from the whole dose curve; as a rule, active = well fitted curve in the direction sought with a large enough effect; inconclusive = small, poorly fitted or top-dose-only effect, or another doubt; inactive = no such curve, though single readings can be large; an effect the other way counts as inactive or inconclusive. Rows were taken by chance, and some 4.3% of all compounds hit somewhere here.
# Assay codes: A = Nrf2 activator; B = A549 tox; C = pAkt inh; D = Nrf2 block; E = HepG2 viability; F = CCT modulator; G = TGFb SMAD3 inh; H = Abeta rescue; I = MmCpn inh
mol: COc1cccc(CNC(=O)CCC2CCCN(C(=O)c3ccoc3)C2)c1 (stereo not given)
  A: 0.0%	B: 4%	C: i	D: -3%	E: -9%	F: -6.5	G: -2%	H: 2%	I: 0%
mol: CN1CCCCC1(C)C(=O)NCc1ccc(F)cc1 (stereo not given)
  A: 0.3%[9.22 µM]	B: x	C: i	D: x	E: 21%	F: 0.6	G: 39%	H: 9%	I: x
mol: Cc1ccn(CCC(=O)N2CCc3ccccc32)n1
  A: 0.2%	B: 5%	C: i	D: u	E: -6%	F: -2.3	G: 9%	H: 8%	I: -6%
mol: COC(=O)c1ccccc1NC(=O)CCS(=O)(=O)c1nc(-c2ccc3c(c2)OCO3)cc(C(F)(F)F)n1
  A: 7.2%	B: 3%	C: x	D: 5%[9.27 µM]	E: -30%	F: x	G: 0%	H: 3%	I: x
mol: Cc1cc(C)n(CC(=O)N/N=C/c2cccs2)n1
  A: -0.4%	B: -2%	C: i	D: 24%	E: -24%	F: -1.1	G: 8%	H: 7%	I: -1%
mol: O=S(=O)(c1ccc(Br)cc1Cl)N1CCN(CCO)CC1
  A: 0.1%	B: -5%	C: i	D: -21%	E: -5%	F: 0.2	G: -7%	H: -10%	I: 1%
mol: CCOC(=O)C1(CCOc2ccccc2)CCN(Cc2ccc(OCCO)cc2)CC1
  A: 0.4%	B: -1%	C: i	D: -11%	E: -16%	F: -2.5	G: 18%	H: 18%	I: 1%
mol: CCC(CC)NC(=O)Cn1c(C(C)NC(C)=O)nc2ccccc21 (stereo not given)
  A: -0.3%	B: -2%	C: i	D: 3%	E: 1%	F: 0.3	G: -2%	H: -12%	I: 1%
mol: O=C(NC1CCCC1)c1ccc(CNc2c(N3CCOCC3)c(=O)c2=O)cc1
  A: 0.0%	B: 3%	C: i	D: -16%	E: -5%	F: -2.3	G: -1%	H: -19%	I: 1%
mol: C#CCOCCOCCOCCNc1nc(N2CCN(C(=O)CCCCCCCCCCNC(=O)[C@H](CCCCN)n3cc(C)nn3)CC2)nc(N2CCN(C(=O)CCCCCCCCCCNC(=O)[C@H](CCCN=C(N)N)n3cc(C[C@@H](C)CC)nn3)CC2)n1
  A: -3.1%	B: u	C: i	D: u	E: -101%	F: -2.8	G: u	H: -42%[inhibitor]	I: u
mol: COc1ccc(C(=O)O)cc1S(=O)(=O)Nc1cccc(C(F)(F)F)c1
  A: -0.1%	B: 0%	C: i	D: 9%	E: 10%	F: 1.4	G: 7%	H: 4%	I: 0%
mol: COCCOC(=O)N1CCCCC1c1cc(C(=O)Nc2cccc3c2CCCC3)no1 (stereo not given)
  A: -1.1%	B: x	C: i	D: x	E: -33%	F: -1.7	G: u	H: 9%	I: x
mol: O=C(COC(=O)CSc1ccc([N+](=O)[O-])cc1)NCc1ccco1
  A: -0.4%	B: -6%	C: i	D: 19%	E: 0%	F: -0.4	G: -1%	H: 6%	I: 1%
mol: O=C(NC1CC1)c1cccc(NC(=O)C2CCN(S(=O)(=O)c3cccc(C(F)(F)F)c3)CC2)c1
  A: 0.4%	B: -3%	C: i	D: -30%	E: -17%	F: -0.5	G: u	H: 7%	I: x
mol: O=c1c2ccsc2ncn1Cc1cccc(C(F)(F)F)c1
  A: -0.5%	B: u	C: i	D: -7%	E: -16%	F: -6.1	G: 20%	H: 18%	I: -1%
mol: COc1ccc(-c2csc(/C(C#N)=C/Nc3cc4oc5ccccc5c4cc3OC)n2)cc1
  A: 0.1%	B: -15%	C: i	D: 10%	E: 6%	F: 0.3	G: 11%	H: -5%	I: -2%
mol: Cc1ccc(-c2nc3ncccc3o2)cc1NC(=O)c1ccc([N+](=O)[O-])o1
  A: u	B: -7%	C: i	D: u	E: -21%	F: 0.8	G: -27%	H: -45%[inhibitor]	I: 0%
mol: Nc1ccn([C@H]2CC[C@@H](CO)O2)c(=O)n1
  A: -0.4%	B: -11%	C: i	D: -16%	E: 0%	F: -2.4	G: 4%	H: -17%	I: 0%&-2%
mol: COC(=O)c1sc2nc3c(c(-c4cccs4)c2c1N)CCCC3
  A: -1.1%	B: u	C: i	D: 1%	E: 3%	F: 3.5	G: 14%	H: -3%	I: 1%
mol: Clc1cccc(-n2ncc3c(NC4CCCCCC4)ncnc32)c1
  A: -0.3%	B: -19%	C: x	D: x	E: -18%	F: x	G: u	H: -15%	I: x
mol: COC(=O)CCn1nc(-c2ccc(C)cc2)c2ccccc2c1=O
  A: -0.7%	B: 3%	C: i	D: 3%	E: 12%	F: 1.6	G: 12%	H: -24%	I: 1%
mol: CCS(=O)(=O)NC(C)C(c1cccs1)N1CCN(c2ccc(F)cc2)CC1 (stereo not given)
  A: -0.7%	B: -18%	C: i	D: -18%	E: -30%	F: -2.5	G: 1%	H: 16%	I: 1%
mol: O=C(CCn1nc(-c2ccc(Cl)cc2)ccc1=O)NCCc1ccccc1
  A: 0.3%	B: -1%	C: x	D: x	E: -12%	F: x	G: u	H: -17%	I: x
mol: CCCCC(CC(O)COCCC)c1n[nH]c(=S)n1-c1ccccc1 (stereo not given)
  A: 0.1%[9.22 µM]	B: -5%	C: i	D: 3%	E: 3%	F: 1.1	G: 11%	H: -1%	I: 2%
mol: COc1cccc(NC(=O)c2csnn2)c1
  A: 16%	B: 1%	C: x	D: 3%	E: -9%	F: x	G: -2%	H: -25%	I: x
mol: COC(=O)c1ccc(COc2nc(C)cc(C)c2C#N)o1
  A: 2.1%	B: 7%	C: i	D: u	E: 0%	F: -1.8	G: 28%	H: -29%	I: 3%
mol: COc1cc(C(=O)N/N=C/c2sc(=O)n(-c3ccccc3)c2Cl)cc(OC)c1OC
  A: u	B: 1%	C: i	D: -1%	E: -12%	F: 0.1	G: u	H: -10%	I: -1%
mol: COc1ccccc1/C=N/N(C(C)=O)c1nc(-c2ccc(F)cc2)cs1
  A: 12%	B: -1%	C: i	D: u	E: -37%	F: 3.6	G: -10%	H: -3%	I: 0%
mol: Cc1nc(C)c(C(=O)N(c2ccc(C)c(C)c2)C(C(=O)NCc2ccco2)c2ccccc2)s1 (stereo not given)
  A: -0.8%	B: -3%	C: i	D: u	E: -29%	F: 1.5	G: 2%	H: -1%	I: -2%
mol: Cc1cccc(C)c1NC(=O)C1c2ccccc2OCC(=O)N1Cc1ccco1 (stereo not given)
  A: -1.0%	B: x	C: i	D: x	E: x	F: 0.9	G: x	H: -7%	I: x
mol: COc1cc(C2Nc3ccccc3-c3nnc(SCc4ccc(Cl)cc4)nc3O2)ccc1OCC(=O)O (stereo not given)
  A: 0.0%	B: 1%	C: x	D: -19%	E: -41%	F: x	G: -30%	H: -9%	I: x
mol: CC(NC(=O)c1ccco1)C(=O)N1CC=C(c2ccccc2)CC1 (stereo not given)
  A: 2.2%	B: -3%	C: i	D: -6%	E: 3%	F: -2.6	G: 4%	H: -18%	I: -1%
mol: Nc1ncnc(N2CCOCC2)n1
  A: -0.6%	B: 13%	C: i	D: 16%	E: 8%	F: 0.4	G: -11%	H: 10%	I: x
mol: O=C1CCCN1S(=O)(=O)c1ccc(F)cc1
  A: -0.7%	B: -1%	C: i	D: 14%	E: -1%	F: 0.3	G: 5%	H: 2%	I: 1%
mol: COc1ccccc1CCC(=O)Nc1ncc(C)s1
  A: 1.6%	B: -8%	C: i	D: 6%	E: 0%	F: 0.2	G: 11%	H: 13%	I: 0%
mol: Cc1ccccc1CNC(=O)CCc1ccccc1
  A: 0.5%	B: 7%	C: i	D: u	E: -2%	F: -3.5	G: -3%	H: 4%	I: -3%
mol: COc1ccc(C(=O)c2ccccc2)cc1
  A: 2.5%	B: -1%	C: i	D: 2%	E: 15%	F: 1.8	G: 2%	H: 5%	I: -1%
mol: S=C(NCc1ccc2c(c1)OCO2)NC1CCN(Cc2ccccc2)CC1
  A: 5.0%	B: 0%	C: i	D: u	E: -7%	F: -0.7	G: -6%	H: 10%	I: 1%
mol: O=C(CSc1nnc(-c2cccnc2)o1)OC1CCCCC1
  A: -0.8%	B: 2%	C: i	D: u	E: 0%	F: -1.4	G: -12%	H: 10%	I: -3%
mol: O=C(Nc1cccnc1)c1cc(F)c(F)cc1Cl
  A: 0.1%	B: 0%	C: i	D: 0%	E: -4%	F: 3.0	G: 0%	H: 9%	I: 5%

# Three entries picked at random from the list so far:
# Assay codes: A = Nrf2 activator; B = A549 tox; C = pAkt inh; D = Nrf2 block; E = HepG2 viability; F = CCT modulator; G = TGFb SMAD3 inh; H = Abeta rescue; I = MmCpn inh
mol: COC(=O)c1ccc(COc2nc(C)cc(C)c2C#N)o1
  A: 2.1%	B: 7%	C: i	D: u	E: 0%	F: -1.8	G: 28%	H: -29%	I: 3%
mol: COc1cc(C(=O)N/N=C/c2sc(=O)n(-c3ccccc3)c2Cl)cc(OC)c1OC
  A: u	B: 1%	C: i	D: -1%	E: -12%	F: 0.1	G: u	H: -10%	I: -1%
mol: CC(NC(=O)c1ccco1)C(=O)N1CC=C(c2ccccc2)CC1 (stereo not given)
  A: 2.2%	B: -3%	C: i	D: -6%	E: 3%	F: -2.6	G: 4%	H: -18%	I: -1%

# Source: PubChem (National Center for Advancing Translational Sciences (NCATS))
